# TCR activator = Activators of T cell receptors: qHTS campaign; primary human leukocytes, anti-CD3, IL-2 HTRF, 48 h; Potency, µM (titrated, usually from 9.22 µM), without a hit: at the highest dose activation of IL-2 secretion, hits mostly activators; AID 504894, 2011; 330,000 tested, under 10 active; also: % of control where 0% means no effect
#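 IL-2 produced over 48 hr by a-CD3 bead-stimulated primary human leukocytes exposed to compounds was detected with a homogeneous time-resolved FRET immunoassay, 665nm acceptor signal after 320nm excitation.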
# TRPV1 ag = HTS Assay for Compounds that Act as Agonists of the Vanilloid Receptor 1 | activation, % at 8.33 µM | TRPV1-expressing cells, Fluo-8 calcium influx, agonist mode | 320,000 tested, 0.19% active | AID 540275, 2011; in the data active = activation above about 80%; inconclusive = between about 30% and that limit; also: 0% is about no effect
#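 TRPV1-expressing cells were cultured overnight at 35.5C and loaded with Fluo-8 calcium dye for 40 to 90 min at room temperature. After a 10 s baseline, compound was added and calcium influx was read kinetically for 3 min (ex 480/em 520 nm).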
# KCNH2 3.1 block = qHTS for Inhibitors of KCHN2 3.1: Mutant qHTS. U2OS KCNH2 3.1, thallium flux FluxOr; active compounds read low. activity change, % (tested at about 1.8 µM). 340,000 tested, 0.95% active. AID 720553, 2013;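 active = maximum activity change below -70%; inconclusive = maximum activity change from -70% to -50%; inactive = maximum activity change above -50%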;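 also: thallium influx rate constant from kinetic fluorescence after stimulation buffer; % is scaled to controls: 0 for no effect and ±100 for the full control effect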
#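 Steps: virus added to U2OS suspension (4 h, RT, dark); medium with 10% FBS added, cells plated, 37 C overnight; FluxOr/Red40 loading buffer 45 min RT; stimulation buffer, 2 min kinetic read; rate constant normalized.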
# USP2a block = qHTS Assay for Inhibitors of Ubiquitin-specific Protease USP2a Using CHOP2 as the Reporter; USP2 core, Ub-CHOP2 coupled fluorogenic reporter, 485/531; 330,000 tested, 0.01% active; Ubiquitin carboxyl-terminal hydrolase 2 (Homo sapiens), O75604; Potency, µM (highest dose often 38.3 µM), without a hit: at the highest dose activity change, negative = inhibition, actives largely listed as inhibitors;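 also: potency is read from the fitted curve at half-maximal effect; plate controls were DMSO wells for no effect and full inhibition by NEM control for full effect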
#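 USP2 core (10nM final) preincubated 30min RT with compound in 20mM Tris-HCl pH 8.0, 2mM CaCl2, 2mM beta-mercaptoethanol, 0.05% CHAPS; 25nM Ub-CHOP2 plus 25nM reporter substrate added, fluorescence (Ex485/Em531) read after 60min.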
# Mito fusion act = qHTS Assay for Small Molecule Inhibitors of Mitochondrial Division or Activators of Mitochondrial Fusion. S. cerevisiae fusion-defective mutant growth rescue, CellTiterGlo 48 h. Potency, µM (series often up to 46.1 µM), without a hit: top-dose growth rescue (activation), hits mostly activators. 320,000 tested, 0.23% active;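 also: potency is read from the fitted curve at half-maximal effect; % of control where 0% means no effect; nearly all actives have a fitted effect of over 45% in size; temperature-sensitive fusion mutants such as fzo1-1 at 37 °C on non-fermentable ethanol glycerol medium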
#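 Temperature-sensitive fusion-defective S. cerevisiae (e.g. fzo1-1, mgm1-5) were grown with compound in YPEG medium (3% ethanol, 3% glycerol) for 48 hours at 37C. Growth rescue was measured as viability by CellTiterGlo luminescence after 10 minutes at ambient.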
# Eya2 phos inh = qHTS Assay for Inhibitors of the Phosphatase Activity of Eya2; Protein phosphatase EYA2 (Homo sapiens), O00167; recombinant Eya2, OMFP fluorescence dephosphorylation (OMFP is methylfluorescein phosphate); Potency, µM (top dose mostly 76.9 µM), for inactives: at the top dose activity, negative = inhibition, usual class: inhibitors; 330,000 tested, 0.006% active; AID 488837, 2010; also: potency is read from the fitted curve at half-maximal effect; % is scaled to controls: 0 for no effect and ±100 for the full control effect
#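 Eya2 (0.2 uM) preincubated 10 min at ambient with compound, then OMFP substrate added at 50 uM; 10 min reaction in 50 mM HEPES pH 7.5, 50 mM NaCl, 5 uM MgCl2, 0.05% BSA, 1 mM DTT. Fluorescence read at Ex 485/Em 525 nm.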
# TSHR antag = Antagonists of the Thyroid Stimulating Hormone Receptor: HTS campaign. TSHR-expressing cells, TSH-stimulated cAMP HTRF, 2 h; active compounds read low. activity change, negative = inhibition, % at 11.5 µM. 330,000 tested, 0.2% active. AID 504810, 2011;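 active = activity change below a set negative limit, meaning inhibition stronger than a set level, cut at about -70% in these data; inconclusive = activity change between two set negative limits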; also: % is scaled to controls: 0 for no effect and ±100 for the full control effect
# Target sequence (P16473 whole entry, looked up): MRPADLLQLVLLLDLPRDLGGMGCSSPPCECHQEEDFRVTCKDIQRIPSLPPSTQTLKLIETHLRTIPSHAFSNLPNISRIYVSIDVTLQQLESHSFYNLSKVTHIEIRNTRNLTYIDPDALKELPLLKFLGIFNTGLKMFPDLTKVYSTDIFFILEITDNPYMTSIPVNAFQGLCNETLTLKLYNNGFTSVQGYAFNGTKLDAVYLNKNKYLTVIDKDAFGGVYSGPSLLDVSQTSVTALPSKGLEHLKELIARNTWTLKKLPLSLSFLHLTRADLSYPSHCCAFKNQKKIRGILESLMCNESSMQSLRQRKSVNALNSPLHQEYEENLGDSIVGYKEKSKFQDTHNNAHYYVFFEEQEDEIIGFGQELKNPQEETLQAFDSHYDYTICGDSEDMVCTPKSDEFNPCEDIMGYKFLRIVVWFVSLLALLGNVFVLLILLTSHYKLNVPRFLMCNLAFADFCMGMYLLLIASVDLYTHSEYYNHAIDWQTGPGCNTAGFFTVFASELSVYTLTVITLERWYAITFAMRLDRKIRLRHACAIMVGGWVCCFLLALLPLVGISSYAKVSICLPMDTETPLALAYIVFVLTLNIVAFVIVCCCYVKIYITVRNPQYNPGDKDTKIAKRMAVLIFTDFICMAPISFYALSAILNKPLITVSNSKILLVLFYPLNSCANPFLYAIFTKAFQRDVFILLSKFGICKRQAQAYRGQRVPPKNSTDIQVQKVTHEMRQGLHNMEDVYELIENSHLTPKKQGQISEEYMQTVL
#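 TSHR-expressing cells, 200/well, pre-treated with compound, then stimulated with EC80 TSH (4nM final) for 2 hours at 37 deg C. cAMP measured by competitive HTRF: anti-cAMP cryptate antibody in lysis buffer plus cAMP-d2, read after 30 minutes at room temperature.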
# KCNH2 WT inh = qHTS for Inhibitors of KCHN2 3.1: Wildtype qHTS. activity change, % at 1.84 µM. U2OS, BacMam KCNH2, thallium flux FluxOr; active compounds read low. AID 720551, 2013. 340,000 tested, 0.37% active;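 active = maximum activity change below -70%; inconclusive = maximum activity change between -70% and -50%; inactive = maximum activity change above -50%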; also: % is scaled to controls: 0 for no effect and ±100 for the full control effect
#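 U2OS cells were transduced with wild-type KCNH2 virus (2.03 x 10^8 / mL) for 4 h at room temperature, then cultured overnight at 37 C. Thallium flux was read with FluxOr dye. Rate constants were normalized to DMSO controls.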
# A-T KAP1 phos = qHTS Assay for Identifying a Potential Treatment of Ataxia-Telangiectasia; […] A-T fibroblasts, KAP-1 phosphorylation AlphaLISA; neocarzinostatin DNA damage 30 min before lysis; Potency, µM (series often up to 57.5 µM), without a hit: at the highest dose activation, usual class: activators; 320,000 tested, 0.19% active; AID 485349, 2010; also: potency is read from the fitted curve at half-maximal effect; % of control where 0% means no effect; nearly all actives have a fitted effect of over 45% in size
#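 ATM-like activity read as KAP-1 phosphorylation via AlphaLISA donor/acceptor antibody pairs after lysis and 6 hr at 25C. Cells were ATM-null patient fibroblasts ([…], hTERT), dosed 60 min, then exposed to the DSB inducer NCS for 30 min.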
# ELG1 repair inh = qHTS screen for small molecules that inhibit ELG1-dependent DNA repair in human embryonic kidney (HEK293T) cells expressing luciferase-tagged ELG1; 330,000 tested, 2.3% active; Potency, µM (highest dose often 46.1 µM), for the others: at the highest dose activity change, negative = inhibition, actives largely listed as inhibitors; AID 504467, 2011; HEK293T ELG1-luciferase reporter, luminescence, 16 h; DNA damage induced by 5-fluorouridine; also: potency is read from the fitted curve at half-maximal effect; % is scaled to controls: 0 for no effect and ±100 for the full control effect; nearly all actives have a fitted effect of over 55% in size
#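 In this reporter screen, reduction of luminescence relative to DMSO vehicle indicated activity. Compounds and 5-fluorouridine were added together to 2,000 cells per well, incubated for 16 hr at 37 °C, then developed with ONE-Glo.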
# * hit, by the source's call; ? = inconclusive; . = not tested or not shown; [ ] = remark or other dose. Unless noted, calls follow the shape of the dose curve; as a rule, active = well fitted curve in the direction sought with a large enough effect; inconclusive = small, poorly fitted or top-dose-only effect, or another doubt; inactive = no such curve, though single readings can be large; an effect the other way counts as inactive or inconclusive.
SMILES,TCR activator,TRPV1 ag,KCNH2 3.1 block,USP2a block,Mito fusion act,Eya2 phos inh,TSHR antag,KCNH2 WT inh,A-T KAP1 phos,ELG1 repair inh
Cc1cc(C(=O)N/N=C/c2ccc(-c3cccc([N+](=O)[O-])c3)o2)n[nH]1,1%,1,-17,2%,-5%,-6%,-6,-6,-7%,-1%
CCCc1cc(=O)[nH]c(SCC(=O)N(C)CC(=O)Nc2ccc(F)cc2)n1,-2%,0,13,0%,-1%,15%,7,-15,-1%,-6%
CCCn1nnnc1NCc1ccccc1F,1%,3,9,-1%,-6%,-7%,-3,0,-1%,4%
O=C1CC2(CCN(C(=O)c3ccc([N+](=O)[O-])cc3)CC2)Oc2ccccc21,-2%,1,?,2%,6%,16%,27,-12,1%,?
O=C(Oc1ccc(-c2ccccc2)cc1)C1C2CCCCC21 (configuration not stated),-2%[46.1 µM],11,-16,1%,2%,10%,8,4,-1%,-1%
CC(=O)N(CCCCN1C(=O)c2ccccc2C1=O)c1ccc(C)cc1,1%,-1,-21,1%,0%,4%,-10,-9,3%,?
COc1cc(C(=S)N2CCC(C)CC2)ccc1O,3%,0,13,1%,-2%,-31%,3,-5,1%,0%
COc1ccc(-c2c(C)nn3c(N4CCN(Cc5ccccc5)CC4)cc(C)nc23)cc1OC,-6%,-5,-9,0%,-4%,7%,22,7,9%,4.6µM*
Cc1ccc(C(=O)c2ccc([N+](=O)[O-])cc2)cc1C,-2%,10,-28,1%,0%,-19%,-8,0,-3%,?
O=C1c2cccnc2C(=O)N1Cc1ccc(S(=O)(=O)N2CCOc3ccccc32)cc1,-6%,1,-20,5%,1%,0%,-12,6,5%,6%
CCN(CC)S(=O)(=O)c1ccc2c(c1)nc(SCn1nnc3ccccc3c1=O)n2CC,3%,4,4,0%,0%,7%,6,-5,14%,-6%
Cc1ccc(N/N=C/c2ccc(N3CCOCC3)cc2)cc1C,3%,-5,-10,1%,-6%,-1%,19,-3,-6%,?
COC(=O)c1ccc(NC(=O)c2ccccc2N(C)S(C)(=O)=O)cc1,-4%,1,-8,-1%,-4%,6%,1,-5,-3%,-1%
COC(=O)c1c(NC(=O)c2ccoc2C)sc2c1CCC2,4%,1,8,-10%,7%,7%,-15,3,-10%,16%
COc1cc2c(C(=O)NCCCN3CC(C)CC(C)C3)cn(CC(C)C)c(=O)c2cc1OC (configuration not stated),-2%,1,-2,-2%,-1%,-11%,-3,6,-4%,?
N#CN=C(c1ccccc1)c1ccccc1,3%,2,-12,1%,-3%,-2%,10,2,-2%,0%
O=C(CNC(=O)c1ccc(Br)o1)NCc1ccc(Cl)cc1,4%,1,-8,2%,-2%,-1%,-1,-8,-5%,-1%
C=CCn1c(SCC2=C(C(=O)OCC)C(C)NC(=O)N2)nnc1C1CCCCC1 (configuration not stated),13%,2,0,1%,0%,12%,1,0,1%,2%
Cc1n[nH]c(C)c1CCN(C)Cc1cn(C)nc1-c1ccccc1F,-2%,0,11,2%,-2%,-8%,11,-17,4%,6%
Cc1nn(-c2ccccc2)c2sc(-c3n[nH]c(=S)o3)cc12,4%,-10,-3,2%,17%,1%,-27,2,2%,12%
COC1(c2ccccc2)NC(=S)NN=C1c1ccccc1 (configuration not stated),-1%,-2,-10,1%,10%,-12%,1,4,-3%,5%
COc1ccc(OC)c(S(=O)(=O)N2CCC(C(=O)NC(C)c3ccccc3)CC2)c1 (configuration not stated),.,1,9,1%,0%,-25%,-1,-10,6%,-32%
COc1ccc(NC(=O)N(C)C[C@H]2Oc3ccc(NC(=O)CCC(F)(F)F)cc3C(=O)N([C@H](C)CO)C[C@@H]2C)cc1,1%,.,29,-6%,.,-5%,-1,4,7%,?
Cc1cccc(OCC(O)Cn2c(=N)n(CCN3CCOCC3)c3ccccc32)c1 (configuration not stated),8%,-3,-24,1%,-3%,11%,1,3,-3%,?
CCn1c(SCC(=O)Nc2cc(C)ccc2C)nnc1-c1cnccn1,-4%,1,5,-1%,-1%,-8%,0,-14,1%,-11%
COc1ccccc1C(=O)Nc1cccc2nc(C)ccc12,-25%,2,8,3%,3%,-12%,-1,-12,3%,-9%
CCCn1c(SCC(=O)c2cc(C)c(C)cc2C)n[nH]c1=O,-4%,11,-1,-3%,2%,4%,-12,-10,2%,0%
CC(=O)NN1C(=O)c2ccc(Oc3ccc([N+](=O)[O-])cc3)cc2C1=O,.,-4,3,3%,-1%,-7%,3,-9,9%,19%
O=C(N=C1SCC(=O)N1c1ccccc1)c1ccco1,-1%,-4,2,1%,0%,11%,5,5,0%,?
CC(C)CNC(=O)COC(=O)c1cccc(S(=O)(=O)NCC(F)(F)F)c1,12%,0,6,10%,0%,3%,1,2,-36%,6%

# Among those listed so far, these have a CF3 group:
SMILES,TCR activator,TRPV1 ag,KCNH2 3.1 block,USP2a block,Mito fusion act,Eya2 phos inh,TSHR antag,KCNH2 WT inh,A-T KAP1 phos,ELG1 repair inh
COc1ccc(NC(=O)N(C)C[C@H]2Oc3ccc(NC(=O)CCC(F)(F)F)cc3C(=O)N([C@H](C)CO)C[C@@H]2C)cc1,1%,.,29,-6%,.,-5%,-1,4,7%,?
CC(C)CNC(=O)COC(=O)c1cccc(S(=O)(=O)NCC(F)(F)F)c1,12%,0,6,10%,0%,3%,1,2,-36%,6%

# (further entries)
SMILES,TCR activator,TRPV1 ag,KCNH2 3.1 block,USP2a block,Mito fusion act,Eya2 phos inh,TSHR antag,KCNH2 WT inh,A-T KAP1 phos,ELG1 repair inh
CC(NC(=O)C(=O)N1CCOCC1)C(c1cccs1)N1CCN(c2ccccc2F)CC1 (configuration not stated),2%,?,-122*,1%,6%,-9%,-12,1,-1%,18%
CCc1ccc(OCC(=O)N(CC)CC)cc1,1%,0,-4,1%,-4%,-8%,0,-9,3%,?
CCc1nnc(NC(=O)c2cccnc2)s1,-2%,-3,7,0%,0%,-9%,7,-9,.,?
O=C(O)CCC(=O)N1CCC(n2nnc3cc(C(F)(F)F)ccc32)CC1,4%,1,15,-2%,-3%,11%,2,1,3%,0%
Cn1c(CNC2CCCCC2)c(C#N)c2ccccc21,-2%,20,-2,-5%,-3%,6%,0,-1,1%,18%
COc1ccc(-n2c(SCC(=O)NC3CCCCC3)nc3ccsc3c2=O)cc1,4%,0,-18,1%,0%,-20%,293,-5,-8%,2%
CCCCn1c2ccccc2c2cc(CC(N)=O)ccc21,3%,?,-5,1%,-14%,3%,-9,-4,2%,4%
COc1ccc(/C=C/CN2CCCC(CCC(=O)NCc3ccc(F)c(F)c3)C2)cc1 (configuration not stated),-2%,9,?,1%,-8%,3%,-1,5,-6%,4%
CN(Cc1ccccc1)C(=O)COC(=O)COc1ccc(C#N)cc1,-20%,2,?,-2%,2%,9%,-29,-6,3%,1%
Cc1ccccc1NN1C(=O)C=CC1=O,1%,1,3,1%,4%,-28%,-8,-5,-1%,8%
CC(=O)N1CCCc2cc(S(=O)(=O)N(C)Cc3ccccc3)ccc21,15%,.,?,-2%,5%,2%,-14,-6,17%,?
COC(=O)c1c(NS(=O)(=O)c2ccc(C)cc2)sc2c1CCC(C)C2 (configuration not stated),0%[46.1 µM],3,-8,2%,11%,-7%,-12,-5,-4%,5%
CC(C)Oc1ccc(S(=O)(=O)N2CCOCC2)cc1NC(=O)C1=COCCO1,7%,-2,11,0%,3%,-2%,-5,-1,-3%,12%
Cc1cc(C(=O)NCCc2ccc(Cl)cc2)no1,0%,21,18,2%,-3%,-9%,4,-2,1%,0%
Cc1cc(C)nc(Sc2ncnc(N)c2[N+](=O)[O-])n1,-3%,2,9,1%,-1%,4%,-5,-3,-3%,?
O=C1Cc2ccccc2C(c2c(Cl)cccc2Cl)N1 (configuration not stated),.,2,4,-1%,4%,-3%,-23,-18,-6%,4%
COc1ccc(/C=C(/NC(=O)c2ccccc2)C(=O)NCCCn2ccnc2)cc1OC,2%,1,-34,3%,3%,6%,-3,3,-5%,-2%

# Some of the compounds tested; the hit share may differ from the screen's.
